Assay outcomes deposited in PubChem BioAssay by National Center for Advancing Translational Sciences (NCATS).
TDP-43 yeast inh: qHTS of TDP-43 Inhibitors; TDP-43 expressing yeast growth rescue, BacTiter-Glo, 24 h; Potency, µM (titrated, usually from 46.1 µM), inactives show at the top dose growth rescue (activation), hits mostly activators; 1.8% of 410,000 active; also: % of control where 0% means no effect; nearly all actives have a fitted effect of over 50% in size
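Readout is BacTiter-Glo luminescence of cell growth, so inhibitors register as activators. TDP-43-expressing yeast at OD600=0.02 in galactose medium, after raffinose pregrowth to mid-log, were incubated with compound for 24 hr at 30 deg C.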
GLP1R inv ag: qHTS of GLP-1 Receptor Inverse Agonists (Inhibition Mode); Potency, µM (series often up to 38.3 µM), for the others: at the top dose activity change, negative = inhibition, actives largely listed as inhibitors; 1.6% of 410,000 active; HEK293 GLP-1R CRE-luciferase, luminescence, 24 h; GLP-1R form is constitutively active; AID 624417, 2012; also: % is scaled to controls: 0 for no effect and ±100 for the full control effect; nearly all actives have a fitted effect of over 55% in size
Target sequence (P43220 whole entry, looked up): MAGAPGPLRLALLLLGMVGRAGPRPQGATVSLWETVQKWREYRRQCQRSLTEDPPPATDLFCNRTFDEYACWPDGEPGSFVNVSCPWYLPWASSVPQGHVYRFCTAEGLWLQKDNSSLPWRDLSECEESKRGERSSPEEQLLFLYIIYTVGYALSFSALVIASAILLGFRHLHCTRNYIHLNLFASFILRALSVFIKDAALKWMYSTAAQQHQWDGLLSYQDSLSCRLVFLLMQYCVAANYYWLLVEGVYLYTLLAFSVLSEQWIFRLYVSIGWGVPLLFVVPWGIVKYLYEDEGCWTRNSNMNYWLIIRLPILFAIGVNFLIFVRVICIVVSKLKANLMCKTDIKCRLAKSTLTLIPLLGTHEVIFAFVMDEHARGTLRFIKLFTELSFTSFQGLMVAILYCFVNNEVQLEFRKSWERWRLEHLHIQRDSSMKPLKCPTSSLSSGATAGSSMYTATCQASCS
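Stable HEK293 clone (constitutively active GLP-1R + cAMP-response luciferase); 200 cells/uL plated, 12 h pre-culture, compound 24 hr, 37 deg C/5% CO2; detection reagent 12 min RT; luminescence.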
GLP1R ag: qHTS of GLP-1 Receptor Agonists | Potency, µM (highest dose often 45.6 µM), for the others: at the top dose activation, actives largely listed as activators | 0.007% of 380,000 active | HEK293 GLP-1R CRE-luciferase, luminescence, 4-6 h; cells express a hypersensitive GLP-1R form | Glucagon-like peptide 1 receptor (Homo sapiens), P43220 | AID 624172, 2012; also: % of control where 0% means no effect
KB-V1 cytotox: qHTS assay for MDR1-selective chemotherapeutics: Primary screen using the drug-selected MDR subline cells KB-V1. KB-V1 MDR cells viability, CellTiter-Glo, 72 h. Potency, µM (titrated, usually from 46.1 µM), inactives show top-dose activity change, negative = cytotoxicity, usual class: cytotoxic. 3.4% of 400,000 active; also: % is scaled to controls: 0 for no effect and ±100 for the full control effect; nearly all actives have a fitted effect of over 60% in size
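Potencies derive from concentration-effect curves fitted to normalized luminescence (CellTiter-Glo) of KB-V1 cells treated for 72 h at 37 degrees C in phenol-red-free DMEM containing 10% FBS.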
HT1080 IDH1KD tx: qHTS for induction of synthetic lethality in tumor cells producing 2HG: qHTS for the HT-1080-IDH1KD cell line | HT-1080 IDH1 knockdown viability, ATP luminescence, 48 h | Potency, µM (doses to about 46.1 µM), without a hit: top-dose activity, negative = toxicity, actives largely listed as cytotoxic | 2% of 360,000 active | AID 686971, 2013;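 also: 0% = DMSO wells and -100% = cell-free medium wells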
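After a 2 h attachment period, IDH1KD HT-1080 cells took pin-transferred compound for 48 h at 37 °C; ATP-based luminescence after 10 min room-temperature reagent incubation reported viability.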
HT1080NT lethal: qHTS for induction of synthetic lethality in tumor cells producing 2HG: qHTS for the HT-1080-NT fibrosarcoma cell line. HT-1080-NT fibrosarcoma viability, CellTiter-Glo ATP luminescence, 48 h. Potency, µM (titrated, usually from 46.1 µM), for the others: at the top dose activity, negative = less viability, usual class: cytotoxic. 1.6% of 360,000 active. AID 686970, 2013;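 also: NT is the 2HG producing partner of a matched IDH1 knockdown line; 0% = DMSO-treated cells and -100% = media-only wells without cells; nearly all actives have a fitted effect of over 55% in size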
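Luminescent CellTiter-Glo readout after 48 hours of compound exposure at 37 degrees C defined viability of HT-1080-NT cells. Activity was normalized to DMSO wells and cell-free media wells; concentration-response curves were fitted and assigned curve classes.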
SW480 rereplic: A quantitative high throughput screen for small molecules that induce DNA re-replication in SW480 colon adenocarcinoma cells; SW480 DNA re-replication, Hoechst DNA content imaging, 48 h; Potency, µM (top dose mostly 46.1 µM), inactives show top-dose re-replication activation, usual class: activators; 1.8% of 340,000 active; also: % of control where 0% means no effect; nearly all actives have a fitted effect of over 55% in size
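Compounds, transferred as 23 nL by pin tool, were incubated with cells for 48 hr; DNA content per nucleus was then quantified by Hoechst staining and fluorescence plate imaging.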
GLP1R cytotox: qHTS of GLP-1 Receptor Inverse Agonists: Cytotox Screen; HEK293 cAMP-luciferase reporter cells, luminescence, 24 h; Potency, µM (doses to about 38.3 µM), for the others: at the highest dose activity change, negative = inhibition, hits mostly inhibitors; 0.13% of 410,000 active; AID 624418, 2012;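 also: loss of luciferase light is scored as toxicity; % is scaled to controls: 0 for no effect and ±100 for the full control effect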
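Step one: seed cells (200 cells/uL, DMEM with 10% Nu serum, 1% pen-strep). Step two: 12-hour incubation at 37 deg C. Step three: pin 23 nL compound, incubate 24 hr. Step four: add luciferase reagent, read luminescence 12 min later.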
KB-3-1 tox: qHTS assay for MDR1-selective chemotherapeutics: Primary screen using the parental adenocarcinoma cell KB-3-1; KB-3-1 viability, CellTiter-Glo ATP luminescence, 72 h; Potency, µM (series often up to 46.1 µM), for the others: at the highest dose activity change, negative = cytotoxic, hits mostly cytotoxic; 1.4% of 400,000 active; AID 1347075, 2019; also: % is scaled to controls: 0 for no effect and ±100 for the full control effect; nearly all actives have a fitted effect of over 60% in size
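Parental KB-3-1 viability, qHTS format: 72 h compound exposure, 37 °C; CellTiter-Glo; media-only wells and DMSO plates as controls; concentration-effect fits on corrected data.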
Starred values were filed as active, the others as inactive; i = inactive; ? = inconclusive; . = no result given; [ ] = remark or other dose. Calls follow the shape of the dose curve; as a rule, active = well fitted curve in the direction sought with a large enough effect; inconclusive = small, poorly fitted or top-dose-only effect, or another doubt; inactive = no such curve, though single readings can be large; an effect the other way counts as inactive or inconclusive. Potency is read from the fitted curve at half-maximal effect.

SMILES	TDP-43 yeast inh	GLP1R inv ag	GLP1R ag	KB-V1 cytotox	HT1080 IDH1KD tx	HT1080NT lethal	SW480 rereplic	GLP1R cytotox	KB-3-1 tox
Cc1ccc(NC(=S)NNC(=O)CCn2cc(C)cn2)cc1	-3.3%	-0.1%	1.1%	?	6.31µM*	2.82µM*	9.2µM*	-4.1%	14.3%
C=CC[C@@H](Cc1ccc(F)cc1)C(=O)OC[C@@H]1CCCN1C(=O)[C@H](CC=C)CC(=O)NCCO	22.0%	-1.6%	4.0%	-10.3%	1.7%	24.0%	-10.1%	?	0.9%
O=C(CNS(=O)(=O)Cc1ccccc1)NNc1ccccc1	26.7%	?	4.4%	1.8%	4.11µM*	?	.	?	-0.3%
CCC(=O)c1ccc(OCC(=O)N2CCN(c3ccccn3)CC2)cc1	20.5%	9.7%	-1.9%	?	12.1%	8.3%	2.3%	11.8%	10.9%
Cc1ccc2c(Cl)c(C(=O)NCCCN3CCOCC3)sc2c1	6.6%	-18.9%	1.8%	?	-13.4%	-3.2%	.	-3.2%	?
COC(=O)c1ccc(NC(=S)NC2CC2)cc1	4.9%	12.9%	10.3%	0.8%	-2.1%	0.6%	-1.1%	-4.5%	-15.6%
CCOC(=O)C1(CCc2ccccc2)CCN(Cc2ccc(O)cc2)CC1	15.2%	?	12.6%	1.8%	-13.4%	-4.5%	i[1.84 µM]	6.3%	-6.7%
CC(=O)Nc1ccc(NC2CCCCC2NS(=O)(=O)c2ccccc2)cc1 (stereo not given)	6.2%	7.6%	-6.5%	-5.7%	11.0%	6.7%	-11.8%	-0.9%	7.1%
O=C(Nc1ccc(F)c(Cl)c1)c1cc(C2CCCCN2C(=O)C2CC2)on1 (stereo not given)	10.4%	5.4%	1.4%	-0.2%	-27.0%	-4.9%	.	1.7%	0.0%
Cc1cccc(NC(=O)c2cccc(S(=O)(=O)N3CCCCC3)c2)c1	28.2%	?	12.1%	-26.3%	-10.2%	0.4%	-1.6%	-11.2%	-12.8%
Cc1ccc(OCC(=O)NCCCNC(=O)c2ccccn2)cc1C	-5.2%	4.8%	7.6%	-16.3%	7.4%	8.4%	-3.5%	-0.5%	17.9%
CCN(C[C@H]1N[C@@](C)(C(=O)OC)[C@H]2C(=O)N(C)C(=O)[C@@H]12)C(=O)Nc1ccc(Cl)cc1	18.9%	4.9%	0.8%	0.0%	-0.6%	1.6%	-40.4%[inhibitor]	3.1%	0.0%
CCOC(=O)CSc1nc2c(sc(=S)n2-c2ccccc2OC)c(=O)n1-c1ccccc1OC	17.5%	?	9.6%	-9.2%	14.7%	4.5%	7.5%	-1.0%	2.0%
O=C(NN=Cc1cccc(O)c1O)c1ccccc1	?	?	-4.4%	2.4%	?	?	.	-24.9%	-3.4%
CC(=O)Nc1cc(-c2ccccc2CN(C)C)cn2c(-c3ccc(C(C)=O)cc3)cnc12	19.8%	?	-0.3%	?	?	18.4µM*	.	?	?
CC(C)Nc1nnc(SCC(=O)Nc2sccc2C#N)s1	-2.7%	-1.7%	4.9%	2.9%	-1.1%	-0.7%	-6.0%	3.6%	17.7%
CCc1ccccc1NC(=S)N(CCN1CCCCCC1)Cc1ccco1	15.1%	1.2%	4.1%	-22.0%	8.2%	14.5%	-5.8%	15.7%	-8.7%
O=C(Nc1ccc(Cl)cc1)Nc1ccc(Oc2cccnc2)nc1	0.0%	?	2.6%	-13.6%	-1.8%	1.1%	-6.4%	-12.0%	-15.8%
CCOC(=O)Nc1ccc2c(c1)N(C(=O)CCN1CCN(C)CC1)c1ccccc1S2	-2.1%	?	7.9%	?	-9.8%	-15.9%	-4.6%	-27.0%	-12.5%
COc1ccc(-n2c(C)ccc2C)c([N+](=O)[O-])c1	1.6%	2.2%	5.2%	2.7%	2.2%	4.6%	-9.7%	1.3%	0.0%
O=C(OCC(=O)N(C1CCCCC1)C1CCCCC1)c1ccc(O)cc1	-16.7%	5.8%	9.2%	-0.8%	-14.9%	-9.0%	-5.0%	0.6%	-0.6%
N#CCCOC1(C#CCN2CCCC2)CCCCC1	-8.9%	-3.6%	-5.7%	-10.6%	?	-27.2%	-1.3%	5.1%	0.0%
CCCCCCNC(=O)c1ncn[nH]1	1.2%	16.7%	3.5%	12.4%	14.0%	10.1%	-38.8%[inhibitor]	9.2%	23.6%
COc1ccccc1CNC(=O)COC(=O)c1ccc(NC(N)=O)cc1	13.6%	3.1%	2.4%	0.0%	5.9%	5.8%	0.8%	-9.9%	11.3%
Cc1ccccc1-c1noc(CSc2nnc(Cc3ccccc3)n2-c2ccc(F)cc2)n1	0.0%	?	.	?	.	.	.	-7.9%	-17.0%

Three entries picked at random from the list so far, as already listed:
SMILES	TDP-43 yeast inh	GLP1R inv ag	GLP1R ag	KB-V1 cytotox	HT1080 IDH1KD tx	HT1080NT lethal	SW480 rereplic	GLP1R cytotox	KB-3-1 tox
CCOC(=O)Nc1ccc2c(c1)N(C(=O)CCN1CCN(C)CC1)c1ccccc1S2	-2.1%	?	7.9%	?	-9.8%	-15.9%	-4.6%	-27.0%	-12.5%
CC(=O)Nc1ccc(NC2CCCCC2NS(=O)(=O)c2ccccc2)cc1 (stereo not given)	6.2%	7.6%	-6.5%	-5.7%	11.0%	6.7%	-11.8%	-0.9%	7.1%
COc1ccccc1CNC(=O)COC(=O)c1ccc(NC(N)=O)cc1	13.6%	3.1%	2.4%	0.0%	5.9%	5.8%	0.8%	-9.9%	11.3%

Other compounds:
SMILES	TDP-43 yeast inh	GLP1R inv ag	GLP1R ag	KB-V1 cytotox	HT1080 IDH1KD tx	HT1080NT lethal	SW480 rereplic	GLP1R cytotox	KB-3-1 tox
O=C(Nc1cc(C(F)(F)F)ccc1-n1cncn1)c1cn2ccccc2n1	20.9%	23.5%	-0.7%	-2.4%	1.9%	-0.9%	-2.5%	3.4%	-9.7%
CCn1c(COc2ccc(Cl)cc2Cl)nc2ccccc21	25.8%	12.0%	.	8.4%	.	.	.	-4.4%	1.8%
CN(C)c1ccc(C2Nc3ccccc3C(=O)N2CCN2CCNC2=O)cc1 (stereo not given)	20.2%	29.4%	5.5%	22.8%	9.6%	9.8%	-10.7%	-2.1%	-4.2%
COc1ccccc1Nc1nc2ccccc2n1C	2.2%	-7.4%	-0.2%	4.8%	-0.9%	-0.3%	-4.5%	19.0%	2.7%
C[C@H]1COC(=O)[C@@H](Cc2ccc(F)cc2)C/C=C\C[C@H](CC(=O)N(CCO)Cc2ccccc2)C(=O)N1	0.0%	-5.1%	-2.0%	8.9%	-4.4%	-10.1%	-6.4%	2.0%	0.0%
O=C(COC(=O)c1cncc(Br)c1)Nc1ccc(F)c(F)c1F	-3.8%	-8.2%	-8.6%	7.9%	-10.4%	-0.1%	-1.0%	6.2%	22.6%
S=c1nc[nH]c2c1cnn2Cc1ccccc1	?	0.4%	-3.0%	-8.6%	-5.0%	-0.6%	2.7%	-22.1%	-24.4%
CC(Sc1nncn1C)C(=O)Nc1nnc(C(C)C)s1 (stereo not given)	17.5%	11.1%	-5.6%	1.5%	3.2%	4.9%	-12.4%	-0.6%	7.4%
CCc1ccccc1NS(=O)(=O)c1ccc2[nH]cc(C(=O)NCC3CCCO3)c(=O)c2c1 (stereo not given)	3.1%	-19.9%	-8.7%	8.3%	-15.8%	-17.8%	0.1%	-2.5%	-2.7%
CCn1cc(C(=O)Nc2sc(C)c(C)c2C(=O)OC)cn1	?	57.7%[activator]	5.1%	-12.1%	-2.4%	-1.6%	-2.4%	15.9%	26.2%
C=CCN1CCN(C(=O)CCCc2ccccc2)CC1	-4.4%	?	-4.3%	0.0%	6.2%	9.7%	0.7%	-3.4%	0.6%
Cc1noc(C)c1S(=O)(=O)N1CCCC(C(=O)NCC2CCCO2)C1 (stereo not given)	-16.7%	0.3%	-1.0%	21.0%	0.2%	2.2%	-5.2%	-9.2%	-2.4%
C[C@@H]1NC(=O)c2cc([N+](=O)[O-])cc(I)c2OCC[C@@H](C(N)=O)NC(=O)[C@H](CCCCN)NC1=O	0.0%	5.7%	-0.5%	-5.7%	10.7%	9.7%	?	0.4%	0.0%
CC(C)CCNC(=O)C(c1ccc(O)cc1)N(Cc1ccco1)C(=O)CCC(=O)Nc1nccs1 (stereo not given)	-1.5%	-26.6%	6.5%	14.8%	-4.3%	-0.8%	6.5%	-8.5%	5.8%
CCC(OC(=O)c1nsc(Cl)c1Cl)C(=O)NC(C)(C)C (stereo not given)	0.2%	-2.5%	5.2%	-9.3%	-3.4%	-4.7%	-1.2%	-0.7%	-2.9%
OCCNc1nc(Nc2ccccc2O)nc(N2CCCC2)n1	.	.	13.0%	3.2%	.	.	-10.1%	.	2.4%
CC(C)(C)CC(C)(C)NC(=S)NC1CCN(Cc2ccccc2)CC1	10.9%	?	-8.9%	5.17µM*	-0.3%	-1.2%	?	?	?
CCCCCN(C(=O)CCC(=O)OCC(=O)c1ccc(CCC)cc1)c1c(N)n(CCCC)c(=O)[nH]c1=O	14.7%	?	-1.3%	0.4%	-1.2%	-3.9%	13.0%	-1.7%	?
CC(C)(C)c1ccc(C(=O)CSc2nc3ccccc3c(=O)[nH]2)cc1	-1.2%	?	1.7%	23.5%	1.0%	-0.4%	5.3%	-9.0%	4.5%
Cc1nn(-c2ccccc2)c(Cl)c1C(=O)NNC(=O)c1ccncc1	18.7%	19.8%	-5.3%	11.0%	0.0%	18.2%	-7.8%	-9.0%	2.9%
O=C(OCc1ccccc1Cl)c1ccc(-c2nnn(Cc3ccccc3Cl)n2)cc1	13.5%	11.1%	7.0%	3.1%	.	.	.	4.2%	0.2%
